Source: PubChem BioAssay (Broad Institute)
S100A4 MyoIIA – inhibitors of human S100A4 binding to myosin IIA peptide. P26447. S100A4/TAMRA-MyoIIA peptide fluorescence polarization. inhibition, % at 10.7 µM. 360,000 tested, 0.14% active;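 active = mean inhibition of at least 70% across replicates, with every replicate also reaching that level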
Target sequence (P26447 whole entry, looked up): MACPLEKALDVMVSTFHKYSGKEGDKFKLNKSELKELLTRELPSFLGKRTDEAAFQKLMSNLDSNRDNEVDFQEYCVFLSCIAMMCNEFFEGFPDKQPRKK
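assay system = human S100A4 monomer with TAMRA-labelled myosin IIA peptide | also added = labelled myosin peptide probe, 5 nM | incubation = 5 min between mix addition and reading | control set = DMSO and TFP controls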
Casp6 inh – caspase-6 (human) enzyme inhibition. AID 686996. inhibition, % at 12.5 µM. P55212. 350,000 tested, 0.53% active. purified caspase-6, Z-VEID-R110 cleavage fluorescence;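 active = mean inhibition across replicates at least about 35%, with every replicate also reaching that limit, limit read from the data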;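 also: 0% = median of neutral control wells and 100% = no fluorescence left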
Target sequence (P55212 24-179 limits assumed): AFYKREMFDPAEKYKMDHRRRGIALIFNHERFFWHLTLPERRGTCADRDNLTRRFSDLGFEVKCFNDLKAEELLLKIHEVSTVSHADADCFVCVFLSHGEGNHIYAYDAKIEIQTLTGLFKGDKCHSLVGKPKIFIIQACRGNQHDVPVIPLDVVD
Target sequence (P55212 194-293 limits assumed): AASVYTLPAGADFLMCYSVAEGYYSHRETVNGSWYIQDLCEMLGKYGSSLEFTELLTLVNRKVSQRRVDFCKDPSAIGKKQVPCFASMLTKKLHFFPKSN
SIRT5 block – blocks human SIRT5 desuccinylation of peptide | 330,000 tested, 1.1% active | AID 652115 | inhibition, % at 15 µM | Purified SirT5, succinyl-peptide AMC, trypsin-coupled fluorescence; in the data active = inhibition above about 15%
Target sequence (Q9NXA8 whole entry, looked up): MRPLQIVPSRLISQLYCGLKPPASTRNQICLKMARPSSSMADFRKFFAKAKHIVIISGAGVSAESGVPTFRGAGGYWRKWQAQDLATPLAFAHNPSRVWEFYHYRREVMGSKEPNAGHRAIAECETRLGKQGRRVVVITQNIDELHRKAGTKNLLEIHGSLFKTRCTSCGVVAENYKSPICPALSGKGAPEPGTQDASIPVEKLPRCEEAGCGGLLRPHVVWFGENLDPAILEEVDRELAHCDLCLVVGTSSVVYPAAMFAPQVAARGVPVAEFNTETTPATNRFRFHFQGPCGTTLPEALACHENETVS
esBAF inh – blocks esBAF chromatin remodeling in mouse ES cells | Bmi1-luciferase knock-in reporter, 24 h; 100% = twice the neutral-well signal | reporter increase, % at 12.5 µM | 350,000 tested, 2% active | AID 602393; in the data active = activation above about 40%;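 also: 0% = median of the plate's neutral control wells and 100% = double that signal; a rise in the Bmi1 reporter signal indicates esBAF inhibition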
LGR2 inh – blocks bursicon-induced cAMP signaling via Drosophila LGR2; HEK293 LGR2, CRE-luciferase, bursicon-stimulated, 4 h; inhibition, % at 9.99 µM; 380,000 tested, 0.35% active;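 active = drop in luminescence signal, shown as inhibition above about 50% in the replicate tests, limit read from the data, passing the limit was not always enough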;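 also: agonist challenge used bursicon conditioned medium at about half maximal strength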
C2C12 statin – suppressors of simvastatin-induced myotoxicity in C2C12 myotubes; AID 602340; rescue of ATP level, % at 7.49 µM; ATP luminescence, 48 h; scaled: DMSO 0, geranylgeraniol control 100; 330,000 tested, 0.78% active;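 active = mean ATP rescue above about 67%, or every replicate alone reaching that limit, limit read from the data, passing the limit was not always enough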;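 also: myotubes were challenged with 10 µM simvastatin during compound exposure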
FN deposition inh – fibronectin deposition inhibition. AH1F fibroblasts, Alexa488-fibronectin deposition fluorescence, overnight. inhibition, % at 12.6 µM. 350,000 tested, 0.086% active;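 active = mean inhibition across replicates of 30% or more, regardless of how many single replicates reach that level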;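 also: positive control wells lacked labelled fibronectin entirely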
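Material – AH1F fibroblast monolayer, labelled fibronectin deposition · Reagent – labelled fibronectin 24 nM · Timing – 1 h adhesion, overnight exposure · Measured by – fluorescence at 485 nm excitation, 525 nm emission · Read-out – inhibition of fibronectin deposition signal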
* hit, by the source's call; · = not tested or not shown.

SMILES	S100A4 MyoIIA	Casp6 inh	SIRT5 block	esBAF inh	LGR2 inh	C2C12 statin	FN deposition inh
CC(C)C#Cc1ccc([C@@H]2[C@H](CO)N3C(=O)CN(C(=O)c4ccccn4)C[C@@H]23)cc1	7	1	1	·	-3	·	·
COc1cccc(NC(=O)N[C@@H]2C=C[C@H](CC(=O)N3CCCCC3)O[C@H]2CO)c1	1	1	-1	1	-11	7	·
COc1ccc(C(=O)O)cc1N1C(=O)Nc2ccccc2N1O	-4	-1	1	·	9	·	·
CCc1ccccc1NC(=O)Nn1cnnc1	-2	-1	-1	-3	13	4	2
CCN(Cc1ccncc1)C(=O)CCc1nnc(CCC2CCCCC2)o1	2	12	1	6	-15	9	-2
Cc1cc(C(=O)COC(=O)/C=C/c2ccco2)c(C)n1C	-2	8	2	14	·	-5	2
CCOC(=O)[C@]12CCCC=C1N(Cc1ccc3c(c1)OCO3)C(=O)[C@H](CC(=O)NCCCN1CCCC1=O)C2	-4	-2	·	·	12	·	7
CCOc1ccccc1CN1CCN(CCCc2ccccc2)CC1CCO (stereo not drawn)	-2	-1	-2	-8	5	-3	3
CCOc1ccc(OCCC(=O)NNC(=O)c2cc(OC)c(OC)c(OC)c2)cc1	-4	1	1	·	3	·	0
CCCC(=O)Nc1ccc(C(=O)N2CCCC2)cc1	·	·	·	-5	·	-1	11
CCCCCCCC(=O)NC(Nc1ccccc1OC)C(Cl)(Cl)Cl (stereo not drawn)	·	·	·	-1	·	3	-3
C[C@@H]1CN([C@@H](C)CO)C(=O)c2cc(NC(=O)CCN3CCOCC3)ccc2O[C@H]1CN(C)Cc1ccc(C(=O)O)cc1	-3	0	4	-6	17	-40	·
COc1ccc(CN(C)C[C@H]2Oc3c(NC(=O)Nc4ccc(OC)cc4)cccc3C(=O)N([C@H](C)CO)C[C@@H]2C)cc1	-14	·	0	11	9	28	·
COc1cccc(-c2cnc3c(c2)C(=O)N([C@H](C)CO)C[C@H](C)[C@H](CN(C)CC2CCCC2)O3)c1	7	·	-2	1	3	-10	·
CCN(CC)c1ccc(NC(=O)CCS(=O)(=O)c2ccc(Br)cc2)c(C)c1	-1	·	1	-3	-30	7	-6
C[C@@H]1CN([C@H](C)CO)C(=O)c2cccc(NC(=O)Nc3ccccc3)c2O[C@H]1CN(C)Cc1ccc(C(=O)O)cc1	-25	3	-6	0	17	-7	·
Cc1onc(-c2ccccc2)c1C(=O)N(C)CC(=O)Nc1ccc(F)c(F)c1F	-2	3	-5	3	-12	-6	3
Cc1[nH]c2c(C)cccc2c1CN1CCC(CO)(Cc2ccccc2)CC1	0	-5	-3	4	-6	4	6
Cc1c(NC(=O)CN2C(=O)c3ccccc3S2(=O)=O)c(=O)n(-c2ccccc2)n1C	·	·	·	3	12	3	·
COc1ccc(NC(=O)CS(=O)(=O)c2cn(CC(=O)N(C(C)C)C(C)C)c3ccccc23)c(OC)c1	1	5	-1	·	-4	·	-1
O=C(Cc1c(F)cccc1Cl)OCN1C(=O)c2ccccc2C1=O	-1	1	-2	-1	-3	-5	-6
O=C(Oc1cccc(-c2cnc3ccccc3n2)c1)c1ccco1	·	·	·	15	-28	13	·
CCn1nnnc1NC(=O)c1cc(Cl)c(OC)c(Cl)c1	-4	-1	-6	·	-2	·	5
COC(=O)c1ccc(N/C(C)=C/C(=O)c2ccc(C)o2)cc1	-9	1	-3	1	-4	11	·
CCCNC(=O)N(C)C[C@H]1Oc2cc(C#CC(C)C)ccc2S(=O)(=O)N([C@H](C)CO)C[C@H]1C	-31	5	2	-1	2	2	-10

Seven compounds from above, showing only S100A4 MyoIIA, LGR2 inh and SIRT5 block.
Compound | S100A4 MyoIIA | LGR2 inh | SIRT5 block
C[C@@H]1CN([C@@H](C)CO)C(=O)c2cc(NC(=O)CCN3CCOCC3)ccc2O[C@H]1CN(C)Cc1ccc(C(=O)O)cc1 | -3 | 17 | 4
O=C(Oc1cccc(-c2cnc3ccccc3n2)c1)c1ccco1 | · | -28 | ·
CCCNC(=O)N(C)C[C@H]1Oc2cc(C#CC(C)C)ccc2S(=O)(=O)N([C@H](C)CO)C[C@H]1C | -31 | 2 | 2
CCN(CC)c1ccc(NC(=O)CCS(=O)(=O)c2ccc(Br)cc2)c(C)c1 | -1 | -30 | 1
CCOc1ccccc1CN1CCN(CCCc2ccccc2)CC1CCO (stereo not drawn) | -2 | 5 | -2
Cc1c(NC(=O)CN2C(=O)c3ccccc3S2(=O)=O)c(=O)n(-c2ccccc2)n1C | · | 12 | ·
C[C@@H]1CN([C@H](C)CO)C(=O)c2cccc(NC(=O)Nc3ccccc3)c2O[C@H]1CN(C)Cc1ccc(C(=O)O)cc1 | -25 | 17 | -6

Going on with the list.
SMILES	S100A4 MyoIIA	Casp6 inh	SIRT5 block	esBAF inh	LGR2 inh	C2C12 statin	FN deposition inh
COc1ccc(-c2nnc(NC(=O)c3cc(Cl)ccc3Cl)o2)cc1	7	1	4	9	-11	0	-6
O=c1c2ccccc2c(C=NCc2ccccn2)c(O)n1-c1ccccc1	9	7	4	0	1	3	-21
Cc1ccc(S(=O)(=O)N(C)C[C@H]2Oc3ccc(NC(=O)CCCN(C)C)cc3CC(=O)N([C@@H](C)CO)C[C@@H]2C)cc1	-7	1	-3	-1	2	21	·
CCOP(=O)(OCC)/C(=N/OC(=O)c1cccc([N+](=O)[O-])c1)C(N)=O	-7	2	-6	-6	-2	-2	8
COCCN(C(=O)Cc1ccc(S(=O)(=O)N2CCOCC2)s1)c1c(N)n(CC(C)C)c(=O)[nH]c1=O	-8	3	1	-3	-1	0	-1
CCOc1ccccc1C(=O)N[C@H](C(=O)Nc1ccc(OC)c(S(=O)(=O)N2CCOCC2)c1)C(C)C	-1	1	-2	·	6	·	·
COC(=O)c1ccccc1NC(=O)COC(=O)c1ccco1	·	·	·	-3	·	6	3
Cc1cc2ccccc2c(=O)n1CC(=O)N1CCN(c2cccc(Cl)c2)CC1	·	·	·	6	-4	20	·
C[C@@H]1CN([C@H](C)CO)C(=O)c2c(c3ccccc3n2C)-c2ccccc2CO[C@H]1CN(C)Cc1ccncc1	4	1	-7	3	-2	19	5
COc1ccc(-c2csc3ncn(-c4ccccc4)c(=O)c23)cc1OC	-2	-2	7	·	2	·	-6
O=C(Nc1ccccc1)c1oc2ccccc2c1NC(=O)C1CC1	-8	-5	0	3	-21	-7	0
CCOc1ccc(C(=O)Nc2nnc(S(=O)(=O)N3CCCCC3)s2)cc1	-9	0	-3	8	-13	4	5
O=C(NCc1ccco1)c1ccc2nc([C@@H]3O[C@H](CO)[C@H](O)[C@H](O)[C@H]3O)[nH]c2c1	34	3	·	-12	14	7	4
CCS(=O)(=O)N1CCCCN2[C@H](CO)[C@H](c3ccc(-c4ccccc4)cc3)[C@@H]2C1	-4	-3	4	4	6	25	·
COc1cc(-c2noc(-c3cccc(Cl)c3)n2)cc(OC)c1OC	·	·	·	3	·	4	5
COc1ccc(C(NC(=O)C2CCN(C/C=C/c3ccc(OC(C)=O)c(OC)c3)CC2)c2ccccn2)cc1 (stereo not drawn)	-7	-3	·	-2	-7	-13	1
O=C(O)C1CCCCC1C(=O)Nc1ccc(Cl)cc1 (stereo not drawn)	7	2	-3	-2	10	6	·
Nc1nnnn1/N=C/c1ccccc1OCc1ccc(Cl)cc1Cl	3	-1	1	·	-3	·	·
COc1ccc(C(=O)N2CCN(S(=O)(=O)c3ccc(C)cc3C)CC2)cc1S(=O)(=O)N1CCOCC1	0	3	-1	0	-2	-5	·
Cn1c(=O)c2c(nc(CN3CCN(Cc4ccccc4)CC3)n2Cc2ccc(Cl)cc2)n(C)c1=O	0	-1	3	17	-10	3	6
COc1cccc(C(=O)OCC(=O)Nc2nnc(-c3ccccc3)o2)c1	-2	3	0	·	5	·	-5
O=C(C[C@@H]1CC[C@H](NC(=O)CN2CCOCC2)[C@@H](CO)O1)NCCc1ccncc1	-8	0	0	4	-1	-8	-5
Cc1ccc(F)cc1NC(=O)N1c2ccccc2NC(=O)CC1C (stereo not drawn)	-5	-4	0	-6	5	8	-6
CN(C)c1nc(Nc2ccc(F)cc2)nc(Oc2ccc(F)cc2)n1	0	0	0	-6	2	-30	-10
CCn1c(=O)cc(OCC(=O)NCc2ccco2)c2ccccc21	·	·	·	-5	·	2	-6

Continued.
SMILES	S100A4 MyoIIA	Casp6 inh	SIRT5 block	esBAF inh	LGR2 inh	C2C12 statin	FN deposition inh
COc1cc(S(=O)(=O)Nc2cccc(C(=O)O)c2)c(OC)cc1Cl	·	·	·	-9	·	54	-4
CCCCNC(=O)c1nc(C2CCN(S(=O)(=O)c3c(F)cccc3F)CC2)oc1-c1ccccc1	1	0	-24	4	9	13	-2
C[C@@H]1CCCCO[C@H](CN(C)C(=O)Cc2ccccc2)[C@H](C)CN([C@H](C)CO)C(=O)c2cc(NC(=O)Nc3ccccc3)ccc2O1	-6	-2	5	-2	3	·	2
O=S(=O)(c1ccc(Cl)c(NC(=S)Nc2ccccc2N2CCOCC2)c1)N1CCOCC1	0	·	4	·	28	·	4
C[C@@H]1CN([C@H](C)CO)C(=O)c2cc(NS(=O)(=O)c3ccc(Cl)cc3)ccc2O[C@H]1CN(C)Cc1ccc(C(=O)Nc2ccccc2N)cc1	-2	0	·	·	-15	·	·
O=C(Oc1ccc2ccc(O)cc2c1)c1ccccc1Cl	-15	1	0	63*	-60	19	-1
COc1ccc(Cl)cc1NC(=O)C(C)Sc1nnc(C2CC2)n1C1CC1 (stereo not drawn)	-3	1	-7	4	13	5	11
C[C@@H]1CN([C@@H](C)CO)C(=O)c2cc(NC(=O)CCCN(C)C)ccc2O[C@@H]1CN(C)S(C)(=O)=O	6	0	5	3	19	3	·
C[C@H](CO)N1C[C@H](C)[C@@H](CN(C)C(=O)C2CCCCC2)OCCCC[C@H](C)Oc2ccc(NC(=O)Nc3ccc(C(F)(F)F)cc3)cc2C1=O	5	0	-8	0	4	·	0
CC(C)N1CCN(Cc2cc3ccccc3[nH]2)CC1CCO (stereo not drawn)	-1	-2	·	4	7	1	2
Cc1ccccc1NC(=O)Cc1nc(COC(=O)c2ccc([N+](=O)[O-])cc2)cs1	4	1	12	3	1	22	2
Cc1c(C(=O)N(C)CCn2ccnc2C)oc2c(F)cccc12	-13	-2	-4	1	1	7	-3

Rewritten as labelled records: two of the compounds above.
COc1ccc(Cl)cc1NC(=O)C(C)Sc1nnc(C2CC2)n1C1CC1 (stereo not drawn)
  S100A4 MyoIIA = -3 | Casp6 inh = 1 | SIRT5 block = -7 | esBAF inh = 4 | LGR2 inh = 13 | C2C12 statin = 5 | FN deposition inh = 11

Cc1c(C(=O)N(C)CCn2ccnc2C)oc2c(F)cccc12
  S100A4 MyoIIA = -13 | Casp6 inh = -2 | SIRT5 block = -4 | esBAF inh = 1 | LGR2 inh = 1 | C2C12 statin = 7 | FN deposition inh = -3

A portion of the library; rates above refer to the full screens.
